Bioassay records from PubChem BioAssay.
Tau ThT inhib – blocks human tau fibril formation measured by thioflavin T; P10636; hit rate 2.1% among 270,000; recombinant tau K18 P301L, heparin-induced fibrillization, ThT fluorescence; Potency, µM (top dose mostly 57.4 µM), for the others: at the top dose activity, negative = inhibition, most hits filed as inhibitors; note: % is set by controls: 0 for no effect and ±100 for the full control effect; nearly all actives have a fitted effect of over 55% in size
Target sequence (P10636 561-689 P618L limits assumed): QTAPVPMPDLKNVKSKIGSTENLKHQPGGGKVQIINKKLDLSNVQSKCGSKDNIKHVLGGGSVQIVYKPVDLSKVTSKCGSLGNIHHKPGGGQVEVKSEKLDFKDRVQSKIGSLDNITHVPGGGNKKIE
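Fibril formation assay: tau K18 P301L at 15 uM with trace Alexa 594 label, heparin inducer 20 uM, pH 7 sodium acetate buffer, 37 C for 6 hr; endpoint ThT signal.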
HTT cytoprotect – cytoprotection in Huntington HTT-Q103 PC12 cell model. PC12 HTT-Q103 induced, cytoprotection, ATP luminescence, 40 h. Potency, µM (highest dose often 56.4 µM), without a hit: cytoprotection (ATP increase), most hits filed as activators. hit rate 0.14% among 230,000. AID 1471;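 note: % of control where 0% means no effect; nearly all actives have a fitted effect of over 45% in size; toxic huntingtin expression switched on by the ecdysone agonist tebufenozide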
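PC12 cells stably carrying ecdysone-inducible Htt exon 1 (Q103)–GFP were induced with 100 nM tebufenozide (final) alongside library compounds in a dose series. Cytoprotection was scored as retained ATP by ATPlite luminescence.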
TexasRed fluor – alters Texas Red total fluorescence, flagging assay interference; TRb/SRC2 Texas Red total fluorescence interference; Potency, µM (highest dose often 106 µM), without a hit: at the highest dose fluorescence change, negative = quenching; hit rate 0.29% among 280,000; AID 1479; active = well fitted curve in either direction with a large enough effect; inconclusive = small, poorly fitted or top-dose-only effect; note: % is set by controls: 0 for no effect and ±100 for the full control effect
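Flags fluorescent or light-absorbing compounds by total fluorescence, S + 2P, at 555 nm excitation and 632 nm emission. Mixture: 20 nM Texas Red SRC2 peptide, 0.6 uM human TRb LBD, 1 uM T3, 5% DMSO; compound exposure 5 h at ambient temperature.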
TRb-SRC2 inh – inhibitors of human thyroid hormone receptor beta-SRC2 interaction | hit rate 0.065% among 280,000 | P10828 | TRbeta-SRC2 peptide binding, fluorescence polarization; receptor liganded with 1 µM T3 | Potency, µM (doses to about 106 µM), for the others: at the highest dose activity change, negative = inhibition, usual class: inhibitors;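 note: plate controls were bound peptide for no effect and peptide without receptor for full effect; nearly all actives have a fitted effect of over 50% in size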
Target sequence (P10828 whole entry, looked up): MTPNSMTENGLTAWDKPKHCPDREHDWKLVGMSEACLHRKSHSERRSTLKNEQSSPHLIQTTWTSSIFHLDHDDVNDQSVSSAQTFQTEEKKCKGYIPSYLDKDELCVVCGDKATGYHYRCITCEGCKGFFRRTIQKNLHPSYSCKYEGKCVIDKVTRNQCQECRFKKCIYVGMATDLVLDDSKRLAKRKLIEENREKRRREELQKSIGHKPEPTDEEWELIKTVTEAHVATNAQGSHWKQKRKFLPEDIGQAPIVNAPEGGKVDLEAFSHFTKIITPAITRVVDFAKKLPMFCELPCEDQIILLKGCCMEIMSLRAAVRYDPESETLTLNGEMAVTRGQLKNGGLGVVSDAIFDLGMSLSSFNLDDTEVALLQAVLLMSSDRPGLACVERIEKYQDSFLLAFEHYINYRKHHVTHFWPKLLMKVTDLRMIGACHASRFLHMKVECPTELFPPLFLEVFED
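Binding of a 20-amino-acid Texas Red SRC2 peptide (20 nM) to TRb ligand-binding domain (0.6 uM) with agonist T3 at 1 uM was followed by fluorescence polarization after a 5 hr room-temperature incubation.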
L3MBTL1 block – L3MBTL1 (human) inhibition; AlphaScreen L3MBTL1–H3K9me1 peptide binding; Potency, µM (titrated, usually from 57.1 µM), inactives show top-dose activity, negative = inhibition, usual class: inhibitors; hit rate 0.66% among 230,000; AID 485360; note: % is set by controls: 0 for no effect and ±100 for the full control effect; nearly all actives have a fitted effect of over 60% in size
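L3MBTL1 (50 nM) pre-complexed 30 min with biotinylated H3(1-15)K9me1 peptide (75 nM), then compounds added for 30 min at room temperature; AlphaScreen streptavidin donor/nickel chelate acceptor beads (10 ug/mL final) read after 30 min dark incubation.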
Tau fluor counter – counter-screen for tau fibril formation inhibitors. tau K18 P301L Alexa594 fluorescence, heparin fibrillization. Potency, µM (titrated, usually from 57.7 µM), for inactives: at the top dose activity change, negative = decrease. hit rate 0.93% among 280,000; note: % is set by controls: 0 for no effect and ±100 for the full control effect; nearly all actives have a fitted effect of over 55% in size
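Human tau K18 P301L (15 uM unlabeled, 0.24 uM Alexa 594-labeled) in 100 mM sodium acetate pH 7 with 20 uM heparin, 6 hr at 37 C. ThT 30 uM added, 1 hr ambient; Alexa 594 FP and total fluorescence read at 555/632 nm.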
RECQ1 helicase – RECQ1 (human) helicase inhibition; P46063; RECQ1 DNA unwinding, red fluorescence kinetic read; Potency, µM (doses to about 57.3 µM), for inactives: at the highest dose activity, negative = inhibition, usual class: inhibitors; hit rate 0.54% among 240,000;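 note: plate controls were vehicle for no effect and no enzyme for full effect; nearly all actives have a fitted effect of over 30% in size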
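RECQ1T1 50 nM; forked duplex (20 bp + 30-nt ss tails) 200 nM, ATP 2 mM final; pH 8.0, 2 mM MgCl2, 2.5 ug/ml poly(dI-dC); 15 min compound preincubation; discontinuous kinetic read over 2 h at RT.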
Tau fibril FP – tau fibrillization inhibition (FP). P10636. K18 P301L tau heparin fibrillization, Alexa594 FP, 6 h. Potency, µM (highest dose often 57.7 µM), for inactives: at the highest dose activity, negative = inhibition, actives largely listed as inhibitors. hit rate 0.39% among 280,000; note: % is set by controls: 0 for no effect and ±100 for the full control effect; nearly all actives have a fitted effect of over 55% in size
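Heparin (20 uM) drove fibril formation of recombinant tau K18 P301L, 15 uM unlabeled with 0.24 uM Alexa 594 label, for 6 hr at 37 C in 100 mM sodium acetate pH 7. Fluorescence polarization (555/632 nm) read 1 hr after 30 uM ThT.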
* hit, by the source's call; i = inactive; ? = inconclusive; . = not tested or not shown; [ ] = dose if it differs, or a comment. Unless noted, calls come from the whole dose curve; as a rule, active = well fitted curve in the direction sought with a large enough effect; inconclusive = small, poorly fitted or top-dose-only effect, or another doubt; inactive = no such curve, though single readings can be large; an effect the other way counts as inactive or inconclusive. Potency is the fitted concentration of half-maximal effect. An excerpt; count on the stated rates, not on these rows.

SMILES | Tau ThT inhib | HTT cytoprotect | TexasRed fluor | TRb-SRC2 inh | L3MBTL1 block | Tau fluor counter | RECQ1 helicase | Tau fibril FP
O=C1OC(N2CCN(C(=O)c3ccco3)CC2)c2ccccc21 (configuration not stated) | -9% | 0%[0.074 µM] | 1% | -5% | . | 0% | 1% | 6%
CCOc1ccc(-c2nn3c(-c4ccccc4)nnc3s2)cc1 | ? | -18%[10 µM] | -2% | -13% | 5% | -4% | -11% | 9%
COc1ccc(NC(=O)Nc2ccccc2C(N)=O)cc1 | 2% | -23% | -2% | -2% | 0% | 4% | i | 4%
O=C(NC(=S)Nc1cccc(CO)c1)c1ccc(-c2ccccc2)cc1 | ? | 5%[0.074 µM] | 1% | -6% | ? | -25% | -14% | ?
COc1cccc(C(=O)NNC(=O)CCc2ccccc2)c1 | -9% | -43%[inhibitor] | -4% | -3% | . | -10% | -2% | -7%
COC(=O)c1c(NC(=O)COc2cccc(C(F)(F)F)c2)sc2c1CCCC2 | 4% | . | 2% | 8% | . | -5% | . | 1%
CCOC(=O)CC(=O)Nc1ccc(C(=O)OCC)cc1 | 0% | -5% | 0% | 2% | -6%[11.4 µM] | 4% | -4% | 0%
CC(=O)Nc1nc2c(ncn2COCCOC(C)=O)c(=O)[nH]1 | 0% | -5% | -2% | -9% | -3%[11.4 µM] | 4% | -1% | 1%
CSc1nc(-c2ccccc2)c2cc(Cl)ccc2n1 | 2% | -13%[10 µM] | -2% | -6% | 21% | 2% | -6% | -1%
COc1ccccc1CN1C[C@@H]2C[C@@H](C3=Cc4cccc(OC)c4OC3)N3CCC[C@@]23C1=O | -14% | -10%[10 µM] | 2% | 0% | -7% | -3% | 25% | -8%
CC(=O)/C(=N\Nc1ccccc1)Sc1nncn1C | -15% | . | -4% | -1% | 6% | -10% | -1% | 1%
CC(C)[C@H](NC(=O)c1ccccc1)C(=O)OCC(=O)c1ccc2c(c1)NC(=O)CO2 | -12% | 6% | -4% | -4% | . | -4% | 0% | 10%
COc1ccc(OC)c(NC(=O)C2CCC(CNc3c(N4CCC(C)CC4)c(=O)c3=O)CC2)c1 (configuration not stated) | ? | -16% | 0% | -11% | . | -17% | -1% | 10%
O=c1/c(=C\c2cccc(O)c2)sc2nc(-c3ccccc3)c(-c3ccccc3)n12 | 11µM* | -8%[10 µM] | -3% | 0% | . | ? | -1% | 25µM*
NS(=O)(=O)c1ccc(NC(=S)NCc2ccc(F)cc2)cc1 | 3% | -8%[10 µM] | 0% | 3% | 1% | 1% | i | 2%
COCCCNC(=O)Cn1nc(N2CCN(c3ccccc3)CC2)ccc1=O | -2% | . | 0% | 3% | . | 2% | . | 10%
COC(C/C=C/C(=O)COCc1ccccc1)OC | ? | -2%[10 µM] | 2% | -4% | . | 21% | -6% | -6%
O=C(N/N=C/c1c[nH]c2ccccc12)C1CC1(c1ccccc1)c1ccccc1 (configuration not stated) | -11% | 44%[10 µM] | -2% | 10% | -1% | 7.1µM*[quencher] | -13% | -3%
O=S(=O)(c1ccc(Br)cc1)N1CCn2cccc2C1c1ccc(Br)cc1 (configuration not stated) | -8% | . | -1% | -7% | . | -22% | . | ?
CC1(/[N+]([O-])=C/c2ccc(Cl)cc2Cl)CCCCC1=O (configuration not stated) | 1% | -4%[10 µM] | -1% | -7% | 13% | 5% | -11% | 5%
CCCn1c(C)nc2c(NCCCCN(CC)CC)nc(C)nc21 | -9% | ? | 2% | 6% | . | -8% | -1% | -8%
O=C1N=C(N2CCN(c3ccccc3)CC2)SC1Cc1ccccc1 (configuration not stated) | ? | 30%[1.9 µM] | 4% | 11% | -6% | -10% | 4% | -3%
CC(=O)Nc1ccc(C(=O)OCC(=O)NC(=O)NC(C)(C)C)cc1 | 5% | 19% | -2% | 9% | . | -3% | ? | 5%
COc1ccc(N(Cc2cccs2)C(=O)c2ccc(C(C)(C)C)cc2)cc1 | ? | . | 0% | -4% | . | -12% | . | 3%
Cc1cc(C)c(S(=O)(=O)Nc2cccc(S(=O)(=O)NC3=NCCC3)c2)c(C)c1 | -5% | ? | 3% | -6% | -4% | -6% | -1% | -3%
Cc1ccccc1/C=N\NC(=O)c1ccc(Cn2cccn2)o1 | 3% | 23%[10 µM] | 1% | -3% | -2% | 8% | -6% | 3%
COCC(C)NS(=O)(=O)c1ccc(C)cc1 (configuration not stated) | -7% | -2% | 0% | 2% | . | -7% | i | -6%
COc1ccc(NC(=O)C2(S(=O)(=O)c3ccc(C)cc3)CC2)c(OC)c1 | -10% | . | 8% | 8% | . | -28% | . | 4%
COc1ccc(S(=O)(=O)N(C)CC(=O)Nc2ccc3c(c2)OCCO3)cc1OC | -3% | -13% | 1% | 6% | 34%[activator][11.4 µM] | -1% | 1% | -2%
Cc1ccc(-n2c(O)c(/C=N/c3ncn[nH]3)c3ccccc3c2=O)cc1 | -7% | ? | -6% | 1% | -18% | 5% | -2% | 4%
CC(CC(=O)NCC1CCCO1)c1ccccc1 (configuration not stated) | -2% | 1%[10 µM] | 1% | -11% | 12% | -8% | -17% | -7%
C=C[C@](C)(O)CCC=C(C)C | -9% | . | -5% | -6% | . | -7% | -11% | -8%
COc1ccc(CCNS(=O)(=O)c2cccc(S(=O)(=O)N3CCCC3)c2)cc1OC | -4% | -1% | 0% | -7% | 3% | -4% | i | -2%
Cc1nnc(Cl)c2nn(-c3ccccc3F)c(C)c12 | 7% | . | 1% | 3% | 3% | 5% | 7% | 3%
Cc1cc(C(C)(C)C)oc1C(=O)NCCCNC(=O)c1oc(C(C)(C)C)cc1C | -11% | -3%[10 µM] | 2% | -4% | -4% | -6% | 0% | -12%
C[C@@H]1NC(=O)c2cc([N+](=O)[O-])cc(I)c2OCC[C@@H](C(=O)NC(CC(=O)O)C(N)=O)NC(=O)[C@H](CC(N)=O)NC1=O (some centres not stated) | -14% | . | 1% | 3% | -9% | -7% | 6% | -3%
Cc1ccc(N2C(=O)C3C4C=CC(C4)C3C2=O)cc1 (configuration not stated) | -1% | 6% | 1% | -3% | -6% | 2% | -7% | 4%
CCCN(CCC)c1cc(C)nc2nc(-c3ccc(C(C)(C)C)cc3)nn12 | ? | . | -2% | -2% | . | -12% | . | -1%
CCOC(=O)C1(Cc2ccccc2)CCCN(C2CCCC2)C1 (configuration not stated) | 12% | 15%[10 µM] | -8% | 3% | -1% | 8% | -13% | -9%[2.34 µM]
O=C(Nc1nc2ccc(S(=O)(=O)N3CCCC3)cc2s1)c1cccc(F)c1 | 11% | . | -1% | 6% | . | -9% | . | -10%
Cc1ccccc1C(=O)Nc1ccccc1 | -12% | -10% | -1% | -16% | . | 0% | -4% | 5%
Cn1nc(-c2ccc(N3CCOCC3)c(NS(=O)(=O)c3ccc(Cl)cc3)c2)c2ccccc2c1=O | 0% | -52%[inhibitor] | 1% | -6% | -3% | -17% | -7% | -1%
COc1ccc(-c2csc3nc(-c4ccccc4C)oc(=O)c23)cc1OC | -10% | . | -29% | -9% | . | -14% | . | -15%
Cc1ccc(C2CC(c3ccc(Cl)cc3)n3nc(N)nc3N2)cc1 (configuration not stated) | -5% | 6% | -1% | 9% | -1% | -9% | 0% | 6%
Cc1cc(C)nc(NS(=O)(=O)c2ccc(NC(=O)Nc3ccccc3)cc2)n1 | -2% | -18% | -2% | 11% | 9% | -16% | -2% | -9%
O=C(Nc1ccccc1C(=O)OCc1cc(=O)n2c3c(sc2n1)CCCC3)c1ccccc1 | 1% | . | -1% | 2% | . | 1% | . | -1%
Cc1ccccc1NS(=O)(=O)c1cc(S(C)(=O)=O)ccc1Cl | 0% | 6%[0.074 µM] | 14% | -1% | -9% | 3% | -6% | -1%
Cc1cccc(Nc2nnc(SCC(=O)Nc3ccccc3[N+](=O)[O-])s2)c1 | ? | -12%[10 µM] | -5% | -10% | -2% | ? | -8% | ?
CCOC(=O)Cn1c(CN2CCOCC2)nc2c1c(=O)[nH]c(=O)n2C | -2% | -14% | -10% | 7% | ? | 0% | i | 0%
CCOC(=O)N1CCC(N2C(=O)c3ccccc3C2Nc2ccc3c(C)cc(=O)oc3c2)CC1 (configuration not stated) | 3% | -11% | 0% | 2% | 51%[activator] | -2% | -9% | -2%
COc1cc(NC(=O)C2CCCO2)c(C(=O)O)cc1OC (configuration not stated) | 7% | 4%[0.074 µM] | -2% | 1% | . | 1% | -16% | 5%
O=C(O)C(S)[C@@H](S)C(=O)O (some centres not stated) | 7.9µM* | ? | -13% | 4% | . | -29% | i | 11µM*
CCCCN(C(C)=O)c1c(N)n(CCC)c(=O)n(CC(=O)Nc2cc(Cl)cc(Cl)c2)c1=O | -4% | 25% | -3% | 2% | . | -9% | -1% | 3%
Cc1ccc(C)c(N2CCN(S(=O)(=O)c3cn(C)c(C)n3)CC2)c1 | 2% | . | -7% | 8% | . | 3% | . | 5%
COc1ccc(OCC2c3cc(OC)c(OC)cc3CCN2C(=O)c2c(F)cccc2F)cc1 (configuration not stated) | -6% | . | 0% | 8% | . | -23% | . | 1%

Profiles, looked up by structure. Values in the order: Tau ThT inhib, HTT cytoprotect, TexasRed fluor, TRb-SRC2 inh, L3MBTL1 block, Tau fluor counter, RECQ1 helicase, Tau fibril FP
Cc1cccc(Nc2nnc(SCC(=O)Nc3ccccc3[N+](=O)[O-])s2)c1 as listed: ?, -12%[10 µM], -5%, -10%, -2%, ?, -8%, ?
Cc1ccc(C)c(N2CCN(S(=O)(=O)c3cn(C)c(C)n3)CC2)c1 as listed: 2%, ., -7%, 8%, ., 3%, ., 5%
COc1cc(NC(=O)C2CCCO2)c(C(=O)O)cc1OC (configuration not stated) as listed: 7%, 4%[0.074 µM], -2%, 1%, ., 1%, -16%, 5%
CCOC(=O)N1CCC(N2C(=O)c3ccccc3C2Nc2ccc3c(C)cc(=O)oc3c2)CC1 (configuration not stated) as listed: 3%, -11%, 0%, 2%, 51%[activator], -2%, -9%, -2%
